From PubChem
TAG inh = inhibitors of triacylglycerol accumulation | H9c2 cells, Nile Red lipid (TAG) fluorescence; cells loaded with 200 µM oleic acid | inhibition, % at 12.5 µM | 230,000 tested, 0.66% active;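 active means pattern-corrected inhibition of lipid staining of at least 50% with the nuclear-stain viability signal not falling by more than 50%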;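 further: 0% = DMSO wells and 100% = triacsin C control wells; some results filed as inactive read as strong as hits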
TAG inh DAPI viability = recorded beside TAG inh, whose call it bears; DAPI nuclei signal change (viability), lower = more cytotoxic, %;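 whole-well DAPI fluorescence read on a plate reader as a viability signal; minus 50 percent equals half of cells still viable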
* marks the source's active call; other numbers are inactive results; i = inactive. Some of the compounds tested. The share of hits here may be higher or lower than overall.

1: Cc1nc2nc[nH]n2c(=O)c1NC(=O)CC12CC3CC(CC(C3)C1)C2
2: CC1CN(c2cc(=O)n(-c3ccccc3)c(=O)[nH]2)CC(C)O1 (centres undefined)
3: Cc1ccc(S(=O)(=O)Nc2cc(-c3ccc(Cl)cc3)nn2C)cc1
4: COc1cccc(NC(=O)C2(C)CCN2Cc2cccc(OC)c2F)c1 (centres undefined)
5: O=C(NC1CCCCC1)C1CC(O)CN1C(=O)OCc1ccccc1 (centres undefined)
6: O=C(NC(c1ccccc1)c1ccccc1)C1CCCN(S(=O)(=O)c2cnc[nH]2)C1 (centres undefined)

Compound | 1 | 2 | 3 | 4 | 5 | 6
TAG inh | 8 | -10 | -2 | 0 | -10 | -4
TAG inh DAPI viability | -2 | 0 | -3 | 4 | 0 | -7

7: CCOC(=O)c1cn(CC#N)c2cc(F)c(F)cc2c1=O
8: CC1C/C(=N/O)C(C)CN1 (centres undefined)
9: COc1ccccc1N1CCN(C(=O)CCC(=O)O)CC1
10: Cc1cc(C)cc(C(O)c2ncc(-c3ccc4ccccc4c3)[nH]2)c1 (centres undefined)
11: CCOc1ccc(N(CC(=O)Nc2ccc(Br)cc2)S(C)(=O)=O)cc1
12: Cc1cccc(OC(C)C(=O)N(Cc2cccs2)C2CCS(=O)(=O)C2)c1C (centres undefined)

Compound | 7 | 8 | 9 | 10 | 11 | 12
TAG inh | 8 | -5 | 16 | -12 | -24 | -6
TAG inh DAPI viability | -2 | 3 | -10 | -1 | 4 | 3

13: COc1ccc(C[C@H]2CN3C(=NC[C@@H]3Cc3ccc(O)cc3)N2C[C@H](C)NC(=O)CCC2CCCCC2)cc1
14: COc1cc(/C=C/C(=O)c2c(O)ccc3c(C)cc(=O)oc23)ccc1O
15: CSc1sc(C(=O)NN)c2c1C1(CCC2)SCCS1
16: Cc1ccc(F)cc1C(=O)N1CCCC(c2cc(C(=O)NCc3ccccc3)no2)C1 (centres undefined)
17: O=C(c1ccco1)N1CCN(C(c2ccc(F)cc2)c2nnnn2CC2CCCO2)CC1 (centres undefined)
18: CCN(CC)C(=O)COc1ccc(/C(C)=N/NC(=O)c2ccccc2O)cc1

Compound | 13 | 14 | 15 | 16 | 17 | 18
TAG inh | 51* | -22 | -7 | 5 | 1 | 14
TAG inh DAPI viability | -22* | 2 | 5 | 0 | -14 | -4

19: Cc1cc(C)cc(N2CC(C)(C)C2=O)c1
20: CCN(CC)S(=O)(=O)c1ccc2c(c1)N(CC(=O)NCc1ccco1)C(=O)CO2
21: NS(=O)(=O)c1ccc(CCNC/C=C/c2ccccc2)cc1
22: O=S(=O)(Nc1cccc(-c2ccc3nncn3n2)c1)c1cccc(F)c1
23: COc1ccc(C)cc1NC(=O)c1ccc(OCc2c(C)noc2C)cc1
24: CCCCc1nc2sc3c(c2c(=O)[nH]1)CC(C)(C)OC3

Compound | 19 | 20 | 21 | 22 | 23 | 24
TAG inh | -12 | -16 | -10 | 2 | -3 | 0
TAG inh DAPI viability | 1 | 1 | 3 | -8 | 1 | 6

25: N#C/C(=C/c1cc(Br)cs1)C(=O)NCC1CCCO1 (centres undefined)
26: C/C(Cc1ccccc1)=N\NC(=O)CNC(=O)c1ccc(C(C)(C)C)cc1
27: CSc1nc2ccc(NC(=O)C3=NN(c4ccccc4)C(=O)CC3)cc2s1
28: Cc1ccc(CNC(=O)C2CCN(S(=O)(=O)N3CCC(C)CC3)CC2)cc1
29: COc1ccccc1N1CCN(C(=O)CCCn2c(=O)[nH]c3ccsc3c2=O)CC1
30: Cc1c(S(=O)(=O)c2ccccn2)c(N)n(Cc2ccccc2)c1C

Compound | 25 | 26 | 27 | 28 | 29 | 30
TAG inh | -6 | -2 | -13 | -1 | 12 | -12
TAG inh DAPI viability | -2 | -2 | 14 | -1 | -3 | 10

31: Cc1ccccc1C1=NC(c2ccc(F)cc2F)ON1 (centres undefined)
32: CN(Cc1cccc(-n2cccn2)c1)C(=O)CCc1nnc(C2CCCCC2)o1
33: COC(=O)Nc1ccc(S(=O)(=O)N2CCC(C(=O)N3CCCC(C)C3)CC2)cc1 (centres undefined)
34: CN(C(=O)c1cccc(NC(=O)Cc2ccc(NC(=O)C3CCCN(C(=O)C4CCC4)C3)cc2)c1)C1CCC1 (centres undefined)
35: O=C1C(NS(=O)(=O)c2cccs2)=C(N2CCN(c3cccc(C(F)(F)F)c3)CC2)C(=O)c2ccccc21
36: CCOC(=O)Cc1csc(NC(=O)c2cccc(Cl)c2)n1

Compound | 31 | 32 | 33 | 34 | 35 | 36
TAG inh | 5 | 8 | 8 | 2 | 60* | -16
TAG inh DAPI viability | -9 | 0 | 1 | 1 | -16* | 6

37: COc1ccc(NC(=O)C2CCN(C(=O)c3ccc(OC)cc3)CC2)cc1
38: COc1cc(C(C2C(=O)CC(C)(C)CC2=O)C2C(=O)CC(C)(C)CC2=O)ccc1OC(C)=O
39: O=C(CSCc1ccc(Cl)cc1)NCC1CCCO1 (centres undefined)
40: Cc1cc2ncc(C(=O)N=CN(C)C)cn2n1
41: COc1ccc(CC(=O)Cc2ccc(OC)c(OC)c2)cc1OC
42: CCOc1ccc(-n2c(C)c(C(C)=O)c3cc(OCC(N)=O)ccc32)cc1

Compound | 37 | 38 | 39 | 40 | 41 | 42
TAG inh | 0 | 0 | -4 | 4 | 5 | 9
TAG inh DAPI viability | 6 | -2 | 7 | -4 | -1 | -2

43: CC(C)(C)c1ccc(C(=O)NNc2ncccc2-n2cccc2)cc1
44: CC1CCN(c2ccc(NC(=S)NC(=O)c3ccco3)cc2)CC1
45: O=C1CC(c2ccc(Cl)cc2)SC(N(c2ccccc2)c2ccccc2)=N1 (centres undefined)
46: Cc1ccccc1S(=O)(=O)Cc1ccc(C(=O)N2CCN(C3CCCCC3)CC2)o1
47: O=C(Nc1cccc(Cl)c1)OCc1cnc(Cl)s1
48: Cc1cc(C)c2c(=O)n(CC(=O)NCCCN3CCOCC3)sc2n1

Compound | 43 | 44 | 45 | 46 | 47 | 48
TAG inh | 7 | -14 | -7 | 5 | 5 | 12
TAG inh DAPI viability | -4 | -3 | 8 | -1 | -4 | -4

49: O=C(Cn1c(=O)n(CCCCC(=O)NC2CCCC2)c(=O)c2ccccc21)NCCC1=CCCCC1
50: O=C(NC(c1ccccc1)c1ccsc1)C1CCN(Cc2ccccc2)CC1 (centres undefined)
51: CCOC(=O)C1CCCN(CCc2ccccc2)C1 (centres undefined)
52: CN(CC(=O)N1CCN(Cc2ccccc2)CC1)S(=O)(=O)c1ccc(Br)cc1
53: Cc1nc(CSc2nnc3scc(-c4ccc(Cl)cc4)n23)cs1
54: O=C(NCCCN1CCOCC1)c1ccc(NS(=O)(=O)c2cccc([N+](=O)[O-])c2)cc1

Compound | 49 | 50 | 51 | 52 | 53 | 54
TAG inh | -9 | -8 | -2 | 7 | -6 | -5
TAG inh DAPI viability | 2 | 17 | 1 | -13 | -16 | -4

55: CC1CC(C)CN(C2CCN(Cc3cccnc3)CC2)C1 (centres undefined)
56: Cc1nc(-n2[nH]c3c(c2=O)CCCC3)[nH]c(=O)c1Cc1ccccc1
57: CC1CCCC(NC(=O)CCNS(=O)(=O)c2ccc(Br)cc2)C1C (centres undefined)
58: COCc1cc(C)nc2sc3c(=O)n(Cc4ccco4)nnc3c12
59: COc1ccc(NC(=O)/C(C#N)=C\C=C\c2ccco2)cc1
60: CC(C)(Oc1ccc(Cl)cc1)C(=O)NCc1ccco1

Compound | 55 | 56 | 57 | 58 | 59 | 60
TAG inh | -6 | 2 | 15 | 10 | 11 | 13
TAG inh DAPI viability | 0 | -14 | -5 | -1 | -14 | -3

61: COc1ccccc1NS(=O)(=O)c1cccc(NS(=O)(=O)c2ccc(Cl)c(C(=O)O)c2)c1
62: FC(F)(F)c1nc2ccccc2n2c(-c3ccc(Cl)cc3)nnc12
63: Cc1ccc(NC(=O)c2nnn(-c3cccc(C(F)(F)F)c3)c2N)cc1
64: CCN(CC)CC(=O)Nc1ccccc1SCC(=O)Nc1ccsc1C(=O)OC
65: CC(/C=N/NC(=O)c1ccncc1)=C\c1ccco1
66: O=C(COC(=O)COc1ccccc1)Nc1ccc2c(c1)OCCO2

Compound | 61 | 62 | 63 | 64 | 65 | 66
TAG inh | 5 | 37 | -8 | -13 | 6 | -3
TAG inh DAPI viability | -2 | -23 | 0 | 3 | -6 | -1

67: O=C(NCCc1nccs1)C1CCC(=O)N(Cc2cccc(C(F)(F)F)c2)C1 (centres undefined)
68: CCC(=O)c1ccc(OCCSc2ncccn2)cc1
69: c1ccc(-c2nnc(-c3ccccc3)o2)cc1
70: O=C(N/C(=C/c1cccnc1)C(=O)N1CCCCCC1)c1cccc(Br)c1
71: CCOc1ccccc1C(=O)NC(C(=O)N(C)Cc1ccc2c(c1)OCO2)C(C)C (centres undefined)
72: O=C1C=C(c2cccc(Cl)c2O)C[C@@H](c2ccc3c(c2)OCO3)C1

Compound | 67 | 68 | 69 | 70 | 71 | 72
TAG inh | 5 | 12 | -26 | -14 | -25 | 7
TAG inh DAPI viability | 1 | -5 | -4 | -3 | -4 | 10

73: CC(C)(C)C(=O)Nc1sc2c(c1C(=O)Nc1ccccn1)CCCC2
74: CC1(C)CC2(CCO1)C(Nc1ccccc1)=NC(=S)N2CC(N)=O (centres undefined)
75: O=C(CSc1nc(=O)n(CCCN2CCOCC2)c2c1CCCC2)Nc1ccc(F)cc1F
76: CCN(C[C@H]1N[C@@](C)(C(=O)OC)[C@H]2C(=O)N(Cc3ccccc3)C(=O)[C@@H]12)C(=O)c1ccccc1
77: Cc1nc(/N=C\c2ccc(N(C)C)cc2)sc1C
78: COc1cccc(C2C(C#N)=C(N)SC(c3ccccc3)C2[N+](=O)[O-])c1 (centres undefined)

Compound | 73 | 74 | 75 | 76 | 77 | 78
TAG inh | 24 | -7 | 0 | -19 | -2 | -6
TAG inh DAPI viability | 14 | 1 | -1 | -5 | i | 6

79: COC(=O)CN1C(=O)[C@H]2[C@@H](C3CC3)N3C(=O)CN(Cc4ccc(-c5ccccc5)cc4)C(=O)[C@@]3(Cc3ccccc3)[C@H]2C1=O
80: O=C(O)c1ccc(N/N=C/c2cc3cc4c(cc3nc2Cl)OCCO4)cc1
81: COc1ccc(OC)c(/C(C)=N\NC(=O)c2cc3cc(Cl)ccc3n2C)c1
82: Cc1cc(NC(=O)c2c(F)cccc2Cl)no1
83: O=C(CCc1ccccc1)NNC(=O)c1ccncc1
84: CCOC(=O)C1(C)CCCN(C(=O)c2ccc(OC)cc2)C1 (centres undefined)

Compound | 79 | 80 | 81 | 82 | 83 | 84
TAG inh | 19 | 29 | -1 | 9 | -3 | -6
TAG inh DAPI viability | -7 | -26 | -11 | -6 | 4 | 4

85: CN(Cc1ccccc1)C(=O)CCC1CCN(S(=O)(=O)N(C)C)CC1
86: COC(=O)CSc1nc(-c2ccc(F)cc2)cc(C(F)(F)F)n1
87: CCSc1nc2ccccc2c(=O)n1-c1c(C)n(C)n(-c2ccccc2)c1=O
88: CN(C)CCNC(=O)c1cccc2[nH]c(-c3ccncc3)nc12
89: Cc1ccc(-c2nnc(SCC(=O)N3CCCC3)o2)cc1C
90: CCN1CCN(C(=O)CCc2nnc(CCCCc3ccccc3)o2)[C@@H](C)C1=O

Compound | 85 | 86 | 87 | 88 | 89 | 90
TAG inh | -8 | -1 | -10 | -3 | 15 | 4
TAG inh DAPI viability | 0 | 6 | -6 | -22 | 18 | -1

91: CC(=O)Nc1ccc(SCC(=O)Nc2ccc(Cl)cn2)cc1
92: CC(OC(=O)C1CC1)C(=O)Nc1cc(Cl)cc(Cl)c1 (centres undefined)
93: O=c1[nH]c(-c2ccccc2O)nc2c1CCCC2
94: Cc1ccc(NS(=O)(=O)c2ccc3[nH]c(=O)[nH]c3c2)c(C)c1
95: Cc1ccc(S(=O)(=O)N2CCN(C(=O)c3ccc(Cl)nc3)CC2)cc1
96: N#C/C(=C(/O)COC(=O)c1ccc(Cl)c(S(=O)(=O)N2CCOCC2)c1)c1nc2ccccc2[nH]1

Compound | 91 | 92 | 93 | 94 | 95 | 96
TAG inh | -5 | -16 | -1 | 7 | 10 | -2
TAG inh DAPI viability | -2 | 17 | 6 | -8 | -4 | 4

Compounds listed so far that have a thiophene ring, fused or not, in the order listed:
12: Cc1cccc(OC(C)C(=O)N(Cc2cccs2)C2CCS(=O)(=O)C2)c1C (centres undefined)
15: CSc1sc(C(=O)NN)c2c1C1(CCC2)SCCS1
24: CCCCc1nc2sc3c(c2c(=O)[nH]1)CC(C)(C)OC3
25: N#C/C(=C/c1cc(Br)cs1)C(=O)NCC1CCCO1 (centres undefined)
29: COc1ccccc1N1CCN(C(=O)CCCn2c(=O)[nH]c3ccsc3c2=O)CC1
35: O=C1C(NS(=O)(=O)c2cccs2)=C(N2CCN(c3cccc(C(F)(F)F)c3)CC2)C(=O)c2ccccc21
50: O=C(NC(c1ccccc1)c1ccsc1)C1CCN(Cc2ccccc2)CC1 (centres undefined)
58: COCc1cc(C)nc2sc3c(=O)n(Cc4ccco4)nnc3c12

Compound | 12 | 15 | 24 | 25 | 29 | 35 | 50 | 58
TAG inh | -6 | -7 | 0 | -6 | 12 | 60* | -8 | 10
TAG inh DAPI viability | 3 | 5 | 6 | -2 | -3 | -16* | 17 | -1

64: CCN(CC)CC(=O)Nc1ccccc1SCC(=O)Nc1ccsc1C(=O)OC
73: CC(C)(C)C(=O)Nc1sc2c(c1C(=O)Nc1ccccn1)CCCC2

Compound | 64 | 73
TAG inh | -13 | 24
TAG inh DAPI viability | 3 | 14
